Screening data deposited in PubChem by National Center for Advancing Translational Sciences (NCATS).
Mito fusion act: mitochondrial division inhibition or fusion activation. S. cerevisiae fusion-defective mutant growth rescue, CellTiterGlo 48 h. Potency, µM (titrated, usually from 46.1 µM), for the others: top-dose growth rescue (activation), actives largely listed as activators. 320,000 compounds, 0.23% hits. AID 485298;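 further: potency means the concentration at half of the fitted maximal effect; % of control where 0% means no effect; nearly all actives have a fitted effect of over 45% in size; temperature-sensitive fusion mutants such as fzo1-1 at 37 °C on non-fermentable ethanol glycerol medium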
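Read-out: ATP-based luminescence (CellTiterGlo, 10 min ambient) reporting growth of fusion-defective ts yeast after 48 hours at 37C on glycerol/ethanol YPEG medium in the presence of compound.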
TCR act: activates T cell receptor signaling; 330,000 tested, under 10 active; primary human leukocytes, anti-CD3, IL-2 HTRF, 48 h; Potency, µM (top dose mostly 9.22 µM), for the others: at the highest dose activation of IL-2 secretion, actives largely listed as activators; further: % of control where 0% means no effect
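Compounds are tested in HTS on primary human leukocytes co-incubated with a-CD3 beads for 48 hr. IL-2 output is measured by time-resolved FRET.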
TSHR antagonist: human thyrotropin receptor antagonism | TSHR-expressing cells, TSH-stimulated cAMP HTRF, 2 h; active compounds read low | activity change, negative = inhibition, % at 11.5 µM | 330,000 compounds, 0.2% hits | AID 504810;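 active means activity change below a set negative limit, meaning inhibition stronger than a set level, cut at about -70% in these data; inconclusive means activity change between two set negative limits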; further: on the % scale 0 is the no-effect control and ±100 the full control effect
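Cell-based HTRF cAMP assay; TSHR cells + compound, TSH EC80 (4nM final), 2 h, 37 deg C. Lysis with anti-cAMP cryptate and cAMP-d2, 30 min RT, read 665/620 nm.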
Eya2 inh: blocks the phosphatase activity of human Eya2. recombinant Eya2, OMFP fluorescence dephosphorylation (OMFP is methylfluorescein phosphate). O00167. 330,000 compounds, 0.006% hits. Potency, µM (series often up to 76.9 µM), inactives show top-dose activity, negative = inhibition, actives largely listed as inhibitors. AID 488837; further: potency means the concentration at half of the fitted maximal effect; on the % scale 0 is the no-effect control and ±100 the full control effect
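Eya2 (0.2 uM) preincubated 10 min at ambient with compound, then OMFP substrate added at 50 uM; 10 min reaction in 50 mM HEPES pH 7.5, 50 mM NaCl, 5 uM MgCl2, 0.05% BSA, 1 mM DTT. Fluorescence read at Ex 485/Em 525 nm.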
Chronic BCR inh: chronic active BCR signaling inhibition | ABC-DLBCL IkBa-CBG/CBR reporter, luminescence ratio, 4 h | Potency, µM (titrated, usually from 46.1 µM), for the others: at the top dose ratio change, negative = lower green/red ratio, actives largely listed as inhibitors | 340,000 compounds, 0.05% hits; active means well fitted inhibition curve with a large enough effect in the signal ratio, with a control signal flat, not every such curve was filed as active; inconclusive means small, poorly fitted or top-dose-only effect, or effect the other way, or a change in a side signal; the % refers to the signal ratio;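 further: potency means the concentration at half of the fitted maximal effect; plate controls were basal doxycycline-induced cells for no effect and cells given 10 µM MG132 for full effect; MG132 reads +100%, hits lower the ratio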
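Cell line TMD8 (human ABC DLBCL), stably expressing tet-inducible CBG68-IkBa fusion and CBR; IMDM/0.5% FBS; cpd up to 46 uM; dox induction, 4 h, 37C/5% CO2; dual luminescence; green/red ratio; MG132 control.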
B2AR arrestin: recruits beta-arrestin to the human beta2-adrenergic receptor | P07550 | beta-arrestin recruitment to beta2AR, cell-based reporter | Potency, µM (doses to about 46.1 µM), without a hit: at the highest dose activation, usual class: activators | 330,000 compounds, 0.02% hits | AID 492947;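 further: potency means the concentration at half of the fitted maximal effect; 0% = DMSO controls and full agonism = EC100 isoproterenol or metaproterenol; nearly all actives have a fitted effect of over 65% in size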
ELG1 DNA repair: blocks ELG1-dependent DNA repair in HEK293T cells | Potency, µM (doses to about 46.1 µM), for the others: at the highest dose activity change, negative = inhibition, usual class: inhibitors | HEK293T ELG1-luciferase reporter, luminescence, 16 h; DNA damage induced by 5-fluorouridine | 330,000 compounds, 2.3% hits; further: potency means the concentration at half of the fitted maximal effect; on the % scale 0 is the no-effect control and ±100 the full control effect; nearly all actives have a fitted effect of over 55% in size
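In this reporter screen, reduction of luminescence relative to DMSO vehicle indicated activity. Compounds and 5-fluorouridine were added together to 2,000 cells per well, incubated for 16 hr at 37 °C, then developed with ONE-Glo.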
uPA generation: blocks generation of uPA at the cell surface; cell surface uPA generation assay, qHTS; Potency, µM (highest dose often 38.3 µM), for inactives: top-dose activity change, negative = inhibition, actives largely listed as inhibitors; 330,000 compounds, 0.31% hits; AID 540303; active means well fitted inhibition curve with a large enough effect; inconclusive means small, poorly fitted or top-dose-only effect; inactive means no such curve, though single readings can be large or run the other way; tested in mouse RAW 264.7 cells; further: potency means the concentration at half of the fitted maximal effect; on the % scale 0 is the no-effect control and ±100 the full control effect; nearly all actives have a fitted effect of over 55% in size
TSG101-PTAP inh: blocks PTAP/TSG101 interaction to inhibit HIV-1 budding; Q99816; Fluorescence polarization, FITC-PTAP peptide / Tsg101 binding; Potency, µM (series often up to 115 µM), inactives show at the top dose activity change, negative = inhibition, hits mostly inhibitors; 340,000 tested, under 10 active; AID 493005; active means well fitted inhibition curve with a large enough effect in the main read-out, with a control signal flat, not every such curve was filed as active; inconclusive means small, poorly fitted or top-dose-only effect, or effect the other way, or a change in a side signal; inactive means no such curve, though single readings can be large or run the other way; further: potency means the concentration at half of the fitted maximal effect; % of control where 0% means no effect
Target sequence (Q99816 whole entry, looked up): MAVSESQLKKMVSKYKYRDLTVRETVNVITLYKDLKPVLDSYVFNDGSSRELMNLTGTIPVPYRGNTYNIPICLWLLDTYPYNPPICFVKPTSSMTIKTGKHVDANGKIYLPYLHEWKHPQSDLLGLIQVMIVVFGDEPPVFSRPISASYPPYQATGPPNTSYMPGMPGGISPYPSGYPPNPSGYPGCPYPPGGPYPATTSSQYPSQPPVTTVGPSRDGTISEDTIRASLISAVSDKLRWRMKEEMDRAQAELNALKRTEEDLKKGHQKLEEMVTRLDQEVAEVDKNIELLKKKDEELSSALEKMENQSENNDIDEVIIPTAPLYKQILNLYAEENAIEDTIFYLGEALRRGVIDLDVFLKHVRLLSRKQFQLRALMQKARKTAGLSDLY
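Compounds were pin-transferred onto Tsg101 binding domain (10 uM final) in HEPES pH 7.5 buffer, then FITC-PTAP peptide was added at 50 nM final. After 20 min at RT, polarization reported peptide displacement across a qHTS concentration series.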
USP2a inh: USP2a (human) protease inhibition. USP2 core, Ub-CHOP2 coupled fluorogenic reporter, 485/531. Potency, µM (doses to about 38.3 µM), inactives show top-dose activity change, negative = inhibition, actives largely listed as inhibitors. 330,000 compounds, 0.01% hits;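 further: potency means the concentration at half of the fitted maximal effect; plate controls were DMSO wells for no effect and full inhibition by NEM control for full effect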
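Cell-free coupled assay: 10nM USP2 core preincubated 30min RT with compound in Tris-HCl pH 8.0/CaCl2/CHAPS buffer, then 25nM Ub-CHOP2 and 25nM reporter substrate; fluorescence (Ex 485/Em 531) read after 60min RT, normalized to NEM inhibition, concentration-response curves fitted.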
Tb PFK inh: blocks T. brucei phosphofructokinase. T. brucei PFK, ADP-Glo luminescence. 330,000 compounds, 0.17% hits. AID 485367. O15648. Potency, µM (doses to about 57.5 µM), without a hit: at the top dose activity, negative = inhibition, actives largely listed as inhibitors;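 further: potency means the concentration at half of the fitted maximal effect; 0% = uninhibited 1x PFK enzyme wells and -100% = no-enzyme wells; nearly all actives have a fitted effect of over 60% in size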
Target sequence (O15648 whole entry, looked up): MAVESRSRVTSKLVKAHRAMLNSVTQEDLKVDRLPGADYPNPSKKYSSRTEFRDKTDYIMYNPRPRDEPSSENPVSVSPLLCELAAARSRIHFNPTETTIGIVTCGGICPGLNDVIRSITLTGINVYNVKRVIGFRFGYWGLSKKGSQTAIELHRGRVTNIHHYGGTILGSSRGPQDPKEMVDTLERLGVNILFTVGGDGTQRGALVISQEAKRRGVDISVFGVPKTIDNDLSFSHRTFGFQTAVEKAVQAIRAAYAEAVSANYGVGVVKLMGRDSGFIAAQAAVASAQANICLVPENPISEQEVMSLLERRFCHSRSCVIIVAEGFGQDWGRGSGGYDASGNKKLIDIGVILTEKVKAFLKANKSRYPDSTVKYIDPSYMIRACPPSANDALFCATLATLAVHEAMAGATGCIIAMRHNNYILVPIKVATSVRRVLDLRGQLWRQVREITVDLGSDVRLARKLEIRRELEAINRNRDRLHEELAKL
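PFK 1.25 nM, F6P 0.5 mM, ATP 0.1 mM, 0.1 M TEA pH 8.0, 5 mM MgCl2, 0.01% Tween20, 0.1% BSA; 45 min RT. ADP-Glo readout. qHTS titration up to 57 uM; curves fitted, compounds curve-classed.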
Numbers without * were called inactive; u = inconclusive; x = no result given; [ ] = another dose, or the depositor's remark. Unless noted, the call rests on the fitted dose curve; in most records, active means well fitted curve in the direction sought with a large enough effect; inconclusive means small, poorly fitted or top-dose-only effect, or another doubt; inactive means no such curve, though single readings can be large; an effect the other way counts as inactive or inconclusive.

SMILES | Mito fusion act | TCR act | TSHR antagonist | Eya2 inh | Chronic BCR inh | B2AR arrestin | ELG1 DNA repair | uPA generation | TSG101-PTAP inh | USP2a inh | Tb PFK inh
Cc1ccc(O)c(C(CC(=O)NCc2cccnc2)c2ccccc2)c1 (configuration not stated) | 4% | 2% | -3 | -3% | -1% | -0.8% | u | 3% | -2% | 3% | 0%
O=C1C2ON(c3ccccc3)C(c3cccnc3)C2C(=O)N1Cc1ccccc1 (configuration not stated) | 1% | 0% | -34 | -14% | u | 0.0% | u | -1% | -1% | -1% | 2%
COc1ccc(OC)c2[nH]c(=O)c(CCNS(=O)(=O)c3ccc(C)cc3)cc12 | -1% | 7% | 18 | 2% | -19% | -0.3% | u | -5% | -2% | -1% | 4%
Cc1noc(C)c1S(=O)(=O)Nc1cc(C(F)(F)F)ccc1N1CCOCC1 | -9% | 5% | 6 | 5% | u | 0.0% | -26% | -7% | -9% | -1% | -11%
CCN(CC)CCN1C(=O)C(=O)/C(=C(/O)c2c(C)[nH]c(C(=O)OC)c2C)C1c1ccccc1 (configuration not stated) | 6% | -5% | -5 | -28% | 1% | 0.2% | 10% | 2% | -1% | -3% | 12%
Cc1nn(C)c(Cl)c1CN1CCC(CO)(CCOc2ccccc2)CC1 | 4% | 1% | 1 | 15% | -5% | 0.0% | -14% | -3% | -2% | 2% | -1%
O=C(Nc1ccccc1C(=O)OCC(=O)N1CCc2ccccc2C1)c1ccco1 | 19% | 0% | 4 | 8% | u | 0.9% | -15% | 2% | 3% | -11% | -23%
CCOc1ccccc1OCC(=O)NCCc1ccc(S(N)(=O)=O)cc1 | 8% | -3% | -4 | 3% | 3% | 0.2% | 4% | 4% | -4% | 1% | -3%
O=C(CN1C(=O)NC2(CCCCC2)C1=O)Nc1ccc(Cl)cc1 | x | -1% | x | 4% | -1% | 0.0% | 6% | -18% | -3% | 2% | -5%
Fc1ccc(-c2nnc3sc(C4COc5ccccc5O4)nn23)cc1 (configuration not stated) | 24% | -14% | -15 | 9% | -2% | 0.4% | 7% | x | -6% | 3% | -3%
COCCn1c(SCC(=O)c2ccc3c(c2)OCCO3)nnc1C(C)C | -6% | 2% | 6 | 3% | 6% | 0.2% | u | 1% | -5% | 3% | -5%
N#CCCN(C(=O)Cn1nc(C(=O)O)c2ccccc2c1=O)c1ccccc1 | -21% | -2% | 22 | 2% | 2% | -0.1% | 18% | -1% | 0% | 1% | -23%
COCCn1c(=NC(=O)c2cc(Cl)sc2Cl)sc2cc(S(N)(=O)=O)ccc21 | 4% | -6%[46.1 µM] | -14 | 2% | -8% | -0.5% | u | 1% | -1% | 2% | 6%
CCN(CC)CC(=O)Nc1ccc(C)cc1Br | 0% | 14% | 5 | -25% | 6% | -0.4% | u | -3% | -8% | 3% | -4%
Cc1ccc(C)c(S(=O)(=O)Nc2cc3c4c(c2)CCC(=O)N4CCC3)c1 | 4% | 0% | 3 | 3% | 12% | 0.4% | -10% | 0% | -4% | 0% | -4%
Cc1ccc(OCC(=O)NNC(=O)c2cc3ccccc3o2)cc1 | -1% | -5% | -2 | -29% | 0% | -0.1% | 0% | 3% | -4% | 2% | -13%
CC[C@]12CCCN3CCc4c(n(c5ccccc45)C(=O)C1)[C@@H]32 | -9% | 7% | -15 | 25% | -19% | 0.1% | -15% | 3.2µM* | 1% | -1% | 1%
CCOC(=O)C1=C(C)N(CC(C)C)C(=O)/C1=C\c1cccs1 | 1% | 11% | -3 | -5% | -12% | 0.1% | -21% | -2% | -4% | 3% | 1%
CS(=O)(=O)N1CCC(C(=O)Nc2cc(Cl)cc(Cl)c2)CC1 | 16% | 8% | -9 | 10% | -1% | -0.2% | -14% | 3% | -8% | 1% | -7%
Cc1ccccc1-c1noc(CNC(=O)COc2ccccc2)n1 | 1% | 1% | -8 | -6% | -5% | -0.1% | 6% | 2% | 0% | -3% | 0%
Cc1ccc(C(=O)N2CCN(S(=O)(=O)c3ccccc3[N+](=O)[O-])CC2)o1 | 0% | -2% | -2 | 9% | -1% | -0.1% | 3% | -6% | -3% | 3% | -2%
Cc1ccc(NC(=O)CNC(=O)c2ccc(C(C)(C)C)cc2)cc1S(=O)(=O)N1CCOCC1 | x | -3%[46.1 µM] | 8 | -1% | -14% | -0.6% | 3% | -6% | -7% | 2% | -6%
CC(=O)c1ccccc1NC(=O)CSc1nc2ccccc2c(=O)n1CCCN1CCOCC1 | x | 7% | 7 | -12% | -1% | 0.2% | u | -3% | -1% | -1% | -2%
CC(NC(=O)C(=O)N/N=C\c1ccc([N+](=O)[O-])cc1)c1ccccc1 (configuration not stated) | -1% | -7% | 14 | -1% | u | 0.0% | -2% | 1% | -4% | -7% | -2%
COc1cccc(OC)c1OCCCNC1CCCC1 | 0% | -1% | -1 | 0% | -1% | -0.2% | -5% | 13% | -7% | 0% | -6%
CC1=Nc2cccc([N+](=O)[O-])c2NC(=O)C1 | 1% | 0% | -1 | 5% | x | 0.2% | u | -14% | -5% | 2% | 0%
COC(=O)c1ccc(C(=O)OC)c(NC(=O)C(C)C)c1 | 1% | x | 16 | 4% | -1% | -1.1% | 2% | -12% | 0% | 1% | 1%
CS(=O)(=O)c1ccc(C(=O)OCc2nnc(-c3ccc(Cl)cc3)o2)cc1[N+](=O)[O-] | -11% | -3% | -43 | -2% | u | -0.4% | u | -7% | -1% | -5% | -6%
C=CCn1c(=O)c2ccccc2n2c(SC(C)C(N)=O)nnc12 (configuration not stated) | -2% | 5% | -4 | 1% | 0% | 0.5% | 8% | 5% | -7% | -2% | 0%
Cc1nn(CC(=O)Nc2ccc(Cl)cn2)c(C)c1Br | -8% | 0%[46.1 µM] | -10 | -5% | -5% | 0.5% | -6% | 1% | -2% | -1% | -8%
COc1ccc(S(=O)(=O)N(C)CC(=O)O)c2ccccc12 | 0% | x | -3 | 3% | -5% | 0.0% | x | -1% | -10% | 2% | -1%
Cc1cccc(NC(=O)Cn2nnc(C(=O)NCc3cccs3)c2N)c1C | -5% | -37% | 5 | -3% | 0% | -0.1% | -5% | -7% | -5% | 4% | -23%
CSCCC(NS(=O)(=O)/C=C/c1ccccc1)C(=O)NCCc1ccc(S(N)(=O)=O)cc1 (configuration not stated) | -3% | -1% | -6 | 12% | u | 0.5% | -2% | -1% | -2% | -1% | 1%
CN(C)c1cccc(NC(=O)C2(C)CC2(Cl)Cl)c1 (configuration not stated) | 1% | 2%[46.1 µM] | 4 | 8% | -1% | -0.6% | -1% | 0% | 0% | 3% | -4%
CCOC(=O)c1sc(=S)n(-c2ccc(Cl)cc2)c1C | 8% | 8%[46.1 µM] | -6 | 2% | u | -0.7% | -5% | 6% | -5% | -1% | -1%
COc1ccc2cc(CN(CC3CCCO3)C(=O)Nc3ccccc3)c(=O)[nH]c2c1 (configuration not stated) | 6% | 4% | -6 | -8% | u | -0.5% | 18µM* | -5% | -7% | 4% | -3%
COc1cccc(OCc2nnc(SCC(=O)OCc3ccccc3)o2)c1 | 3% | 5% | -7 | 4% | 3% | -0.1% | 0% | x | -6% | 1% | -2%
Cc1ccc(N2CC(C(=O)OCC(=O)Nc3ccc(F)cc3F)CC2=O)cc1 (configuration not stated) | -1% | x | 41 | 14% | 1% | 0.0% | 8% | 1% | 0% | -1% | -1%
COc1ccc(/C=N/NC(=O)CCCCCNC(=O)c2ccccc2)cc1 | -4% | 1%[46.1 µM] | 8 | 2% | -6% | -0.6% | 11% | 2% | 0% | 4% | 0%
Cc1cc(NC(=O)CSc2c[nH]c3ccccc23)no1 | -1% | -3% | 31 | -6% | 7% | -0.6% | 4% | 3% | -5% | 0% | 1%
Cc1oc(CC(C)C)c(CN2CCCC2)c1C(=O)O | 0% | -4% | 8 | 3% | 6% | -0.9% | u | 2% | -3% | 4% | 23%
C=CCN(CC=C)C(=O)CCc1nnc(CCc2c[nH]c3ccccc23)o1 | 5% | 2% | -4 | -4% | 0% | -0.3% | u | 5% | -1% | 3% | 2%
O=C(COc1cc2oc(=O)c3c(c2cc1Cl)CCC3)Nc1ccc(CN2CCOCC2)cc1 | 6% | 0% | 34 | -1% | 2% | 0.2% | 26% | 6% | -3% | 2% | -13%
C=CCNC(=S)NNC(=O)c1ccc(OCC)cc1 | -5% | 6% | 6 | 3% | 4% | -0.1% | -1% | 5% | 1% | 4% | 5%
